# STK33 kinase inh: inhibitors of human STK33 kinase | inhibition, % at 10 µM | AID 2661 | 320,000 tested, 0.073% active | purified STK33, MBP phosphorylation, ADP-Glo luminescence;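 active = inhibition at or above 25%, using the most active replicate where run in duplicate; inactive = inhibition below 25%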
# Target sequence (Q9BYT3 whole entry, looked up): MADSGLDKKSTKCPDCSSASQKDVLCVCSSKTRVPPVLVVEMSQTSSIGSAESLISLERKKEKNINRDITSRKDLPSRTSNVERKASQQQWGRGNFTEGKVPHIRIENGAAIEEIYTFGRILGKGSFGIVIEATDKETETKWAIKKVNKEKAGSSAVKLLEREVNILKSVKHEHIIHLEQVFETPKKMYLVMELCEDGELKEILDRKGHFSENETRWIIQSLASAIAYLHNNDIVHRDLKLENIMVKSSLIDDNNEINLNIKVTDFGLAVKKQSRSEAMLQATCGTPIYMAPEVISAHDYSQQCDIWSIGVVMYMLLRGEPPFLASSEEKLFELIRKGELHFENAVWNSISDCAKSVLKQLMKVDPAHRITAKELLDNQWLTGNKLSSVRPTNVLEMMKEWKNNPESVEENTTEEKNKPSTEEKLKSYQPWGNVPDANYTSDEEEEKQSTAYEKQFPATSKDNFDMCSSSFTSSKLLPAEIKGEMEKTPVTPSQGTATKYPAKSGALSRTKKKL
# Kir21 inh: blocks the mouse Kir2.1 inward-rectifier potassium channel; P35561; HEK293-Kir2.1, FluxOR thallium flux fluorescence; stronger effect = lower value; B-score at 10 µM; 310,000 tested, 0.85% active; AID 1672;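 active = fluorescence ratio B-score at or below minus 3 SD of library scores, with starting-brightness B-score within 2 SD, cut at about -4.2 in these data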;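 also: channel flux triggered by added potassium and thallium sulfate stimulus; B-score of peak minus minimum fluorescence over baseline after thallium stimulus; more negative B-score means stronger Kir2.1 block with less thallium influx; some compounds called inactive have numbers as strong as hits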
# Target sequence (P35561 whole entry, looked up): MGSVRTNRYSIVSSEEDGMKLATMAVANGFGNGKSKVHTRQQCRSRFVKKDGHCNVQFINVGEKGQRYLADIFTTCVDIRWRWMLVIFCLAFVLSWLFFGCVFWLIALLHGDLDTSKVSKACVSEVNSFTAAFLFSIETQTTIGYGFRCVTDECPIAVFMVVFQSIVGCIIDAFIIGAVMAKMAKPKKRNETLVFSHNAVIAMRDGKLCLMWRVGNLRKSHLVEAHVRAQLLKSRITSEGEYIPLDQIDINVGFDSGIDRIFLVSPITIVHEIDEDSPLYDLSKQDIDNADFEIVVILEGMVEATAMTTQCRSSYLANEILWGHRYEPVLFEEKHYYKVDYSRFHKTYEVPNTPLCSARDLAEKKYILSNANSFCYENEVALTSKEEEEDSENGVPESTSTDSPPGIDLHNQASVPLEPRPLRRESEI
# An asterisk follows results filed as active; x = not tested or not shown.
SMILES,STK33 kinase inh,Kir21 inh
CC(C)NS(=O)(=O)c1cc(F)ccc1CN1C(=O)c2cccnc2C1=O,-2.1,-1
COc1ccccc1/C=N/NC(=O)C1=NNC(c2ccccc2)(c2ccccc2)C1,-2.2,-0.06
CCOC(=O)Nc1nn(-c2ccc(C)cc2)c(=O)c(C#N)c1C,-0.6,-0.88
O=C(COC(=O)c1cnccn1)c1cccc([N+](=O)[O-])c1,-1.0,3.7
COc1cc(C#Cc2c(-c3cncn3C)n(C)c3ccc(-c4ccc(CN5CCOCC5)cc4)cc23)cc(OC)c1,-1.2,x
O=C(c1cccnc1)N(Cc1ccccc1)C1(C(=O)Nc2ccccc2)CCCCC1,-1.3,0.63
O=C(c1ccc2c(c1)OCO2)N1CCNc2ccccc2C1,0.0,0.32
Cc1ccc(C=C2C(Cl)=C(Cl)C(Cl)=C2Cl)cc1,-2.1,-0.1
CCCOc1ccc(N2C(=O)CC(N3CCN(C(=O)c4ccco4)CC3)C2=O)cc1 (stereo not given),-0.9,-2.3
CCOc1ccccc1C1NC(=O)NC(C)=C1C(=O)OCc1ccccc1 (stereo not given),-1.3,-1.5
CCOC(=O)C(=O)Nc1nnc(C2CCCCC2)s1,-0.2,1.1
Cc1ccc(C)c(OCC(=O)Nc2ccc(N3CCOCC3)cc2)c1,-2.1,-1.1
C[C@@H](NC(=O)c1[nH]cnc1C(=O)Nc1ccon1)c1ccccc1,-0.2,x
Nc1ncnc2c1ncn2[C@@H]1O[C@H](CN2CCCS2(=O)=O)[C@@H](O)[C@H]1O,2.1,x
COc1ccc(/C=N\NC(=O)COc2ccccc2)c(C(=O)O)c1OC,-1.5,4.9
N#Cc1c(Nc2ccccc2)s[nH]c1=O,0.0,-0.04
COc1ccc(C(CNC(=O)c2ccc(NS(=O)(=O)c3ccc4c(c3)OCCO4)cc2)N(C)C)cc1 (stereo not given),x,-0.03
COc1ccc(S(=O)(=O)N(C)C[C@H]2Oc3c(NC(=O)C4CC4)cccc3C(=O)N([C@H](C)CO)C[C@@H]2C)cc1,-0.2,x
O=C(N/N=C/c1ccc([N+](=O)[O-])o1)c1ccc(NS(=O)(=O)c2cccs2)cc1,1.1,-0.42
CCCCNC(=O)CSc1nc2cc3c(cc2c(=O)n1CCCN(CC)CC)OCO3,-0.1,1.7
CC1=NN(Cc2ccccc2)C(=O)/C1=C\c1ccc(N(C)C)cc1,-1.5,-2.2
Cc1nn(C)c(C)c1NC(=O)COc1ccc(Cl)cc1,0.2,x
Cc1ccc(-c2nnc3n2N=C(c2ccccc2)CS3)cc1,-1.5,-0.56
O=C(O)CN1C(=O)/C(=C\c2cc(Br)ccc2OCc2ccc(Cl)cc2Cl)SC1=S,6.9,1.1
Fc1ccc(-c2nc3c(-c4ccc(Cl)cc4)cnn3cc2CCN2CCOCC2)cc1,6.9,1.9
CCCCN(C)CCNC(=O)c1ccc2c(c1)NC(=O)C(N1CCCCC1)S2 (stereo not given),-1.3,0.22
O=C(NCCN1CCOCC1)c1cccc(S(=O)(=O)NCc2ccccc2)c1,-0.3,0.21
CCOc1ccc(NC(=O)CSc2nnc(Cn3cnc([N+](=O)[O-])n3)n2C)cc1,x,-0.05
Fc1ccc(C(c2nnnn2Cc2ccccc2)N2CCSCC2)cc1 (stereo not given),-1.2,-0.33
O=C(O)CCCCC1CCSS1 (stereo not given),-1.0,-1.9
COc1ccc(-c2ccc(SCC(=O)NC3CCCCC3)nn2)cc1,-2.3,-0.89
S=C1NCCOCCOCCOCCN1,-1.1,0.29
CCOC(=O)C1=C(C)N(C)C(=O)NC1c1c(C)nn(-c2ccc(C)cc2)c1Cl (stereo not given),1.1,-0.05
Cc1ccccc1NC(=O)CN(C)S(=O)(=O)c1ccc2c(c1)n(C)c(=O)c(=O)n2C,0.1,0.86
CCc1cc(=O)oc2cc(OC(C)=O)cc(OC(C)=O)c12,0.3,1.8
Cc1ccc(-c2noc(CCC(=O)NCCN3CCc4ccccc4C3)n2)cc1,-1.4,-8.8*
COc1ccc(/C=C/C(=O)NCC(=O)N/N=C(/C)c2ccco2)cc1,0.1,-0.07
CN(c1ccccc1)P(=O)(N(C)c1ccccc1)N(C)c1ccccc1,-0.4,-5.5*
Cn1c(SCC(=O)N=Nc2c(O)[nH]c3ccccc23)nc2ccccc21,1.5,-0.06
COCCCNC(=O)COc1ccc(Br)cc1Cl,-0.6,-0.51
CC(C)CN(C(=O)c1ccc(-n2cncn2)c([N+](=O)[O-])c1)C1CCS(=O)(=O)C1 (stereo not given),0.2,1.3
COC(=O)n1c(=O)oc2cc(S(=O)(=O)N3CCOCC3)ccc21,0.0,0.65
O=C(CNS(=O)(=O)c1ccccc1)NCC(=O)OCc1ccccc1F,0.8,-0.18
CC(=O)c1ccc(OCC(O)CN2CCc3ccccc3C2)cc1 (stereo not given),-1.0,-0.15
O=C(Nc1cc(SCC(O)CO)cc([N+](=O)[O-])c1)c1ccc(-n2cnnn2)cc1 (stereo not given),0.2,-0.37
Cc1ccc(-c2nnc(SCC(=O)NC3CCCC3)n2N)cc1,-0.2,x
O=C(NNC(=O)C1CCCN(c2ncccn2)C1)c1ccc(F)cc1 (stereo not given),-0.4,-0.34
COc1ccc(C2SCCN2S(=O)(=O)c2ccc(NC(C)=O)cc2)cc1 (stereo not given),1.6,-0.21
Cc1ccc(SCC(=O)Nc2nccs2)cc1,-0.4,0.32
CCc1ccc(-c2nc3ccc(Br)cc3c(C(=O)O)c2C)s1,-1.7,-0.05
CC(C)CCC1CC(CSC(=N)N)OC1=O (stereo not given),-2.0,0.85
CC(c1ccco1)N(C(=O)COc1ccc(Cl)cc1)c1ccccn1 (stereo not given),-0.4,x
CCc1nc(NCCN2CCOCC2)c(C#N)c2c1CCCC2,-0.3,-2.7
COC(=O)c1ccccc1S(=O)(=O)N1CCC(C(=O)OC(C)C(=O)NC(N)=O)CC1 (stereo not given),1.0,0.02
Cc1cc(C)n2nc(SCC(=O)N3CCOCC3)nc2n1,0.3,x
O=c1c(C=NCC2CCCO2)c(-c2ccccc2)[nH]n1-c1ccc([N+](=O)[O-])cc1 (stereo not given),0.2,0.08
COc1ccc(NC(=O)C2OCCc3ccccc32)c(OC)c1 (stereo not given),0.0,-1.3
Cc1ccc(NC(=O)c2cccs2)cc1NC(=O)c1ccco1,0.6,0.1
Cc1ccc(-c2nc3ncccc3o2)cc1NC(=O)c1ccc([N+](=O)[O-])o1,-1.9,-2
OC(CCN1CCCCC1)(c1ccccc1)C1CCCCC1 (stereo not given),-0.2,-2.9
# (continued)
SMILES,STK33 kinase inh,Kir21 inh
CCOc1ccc(N(CC(=O)NCCSc2ccccn2)S(C)(=O)=O)cc1,-2.2,0.17
FC(F)(F)c1ccccc1CN1CCCC(N2CCN(c3ccccc3)CC2)C1 (stereo not given),2.1,-0.11
CC(C)(C)NS(=O)(=O)c1cc(C(=O)Nc2sccc2C#N)ccc1Cl,-0.5,-1.2
CCOC(=O)C1=NNC2(c3ccc(C)cc3)C(=O)N(c3ccccc3)C(=O)C12 (stereo not given),-0.9,0.92
CC(=O)Nc1cccc(NC(=O)CN2c3cccc4cccc(c34)S2(=O)=O)c1,-0.4,x
CCOC(=O)c1cc(NC(=O)c2ccc(C)cc2)c(=O)oc1C(F)(F)F,-1.1,0.96
O=C(CCC1CCCC1)NCCCNC(=O)CCC1CCCC1,0.6,0.68
COCCCNc1nc2c(c(=O)n(Cc3cccc(Br)c3)c(=O)n2C)n1C,0.7,-0.98
Cn1c(/C=N/Nc2nc3ccccc3[nH]2)nc2ccccc21,-1.1,-1.3
CCCCN1CC[C@H]2C=CC[C@@H](C(=O)N3CCN(c4ccccc4)CC3)[C@H]2C1=O,0.0,0.87
Cc1cc(C)cc(NC(=S)Nc2ccc3cn[nH]c3c2)c1,x,1.8
CCCc1nnc(SCC(=O)Nc2cccc(Cl)c2Cl)o1,-0.7,-1.1

# Taken from above:
# For Kir21 inh, CCCCNC(=O)CSc1nc2cc3c(cc2c(=O)n1CCCN(CC)CC)OCO3 is listed with 1.7
# For STK33 kinase inh, COc1cc(C#Cc2c(-c3cncn3C)n(C)c3ccc(-c4ccc(CN5CCOCC5)cc4)cc23)cc(OC)c1 is listed with -1.2
# For Kir21 inh, COCCCNC(=O)COc1ccc(Br)cc1Cl is listed with -0.51
# For STK33 kinase inh, CCOC(=O)C1=NNC2(c3ccc(C)cc3)C(=O)N(c3ccccc3)C(=O)C12 (stereo not given) is listed with -0.9

# One compound at a time, from the list above. Order of values: STK33 kinase inh | Kir21 inh
# CCCCN1CC[C@H]2C=CC[C@@H](C(=O)N3CCN(c4ccccc4)CC3)[C@H]2C1=O is entered as 0.0 | 0.87
# Cn1c(/C=N/Nc2nc3ccccc3[nH]2)nc2ccccc21 is entered as -1.1 | -1.3

# More records.
SMILES,STK33 kinase inh,Kir21 inh
Cc1ccc(-c2ccc(C(=O)O)o2)cc1Cl,-0.6,-1.3
Cc1cc(CN2C(=O)c3ccccc3C2=O)cc(N2CCOCC2)c1,0.8,-0.65
c1cc2c3c(cccc3c1)NC(c1ccc3c(c1)OCO3)N2,0.9,0.35
CCCCn1c(=O)[nH]c(=O)c2c1nc(-c1ccc(OCCC)c(OCC)c1)n2CCOC,-0.8,1.6
Cc1cccc(NC(=O)CCC(=O)N/N=C/c2cc([N+](=O)[O-])ccc2O)c1,-0.4,0.21
CCC1(c2ccc(F)cc2)NC(=O)N(CC(=O)N2CCc3ccccc32)C1=O (stereo not given),-3.6,x
COc1cc(=O)oc(-c2ccccc2)c1C(C)=O,0.1,0.29
O=C(COC(=O)c1ccc(-c2ccc([N+](=O)[O-])cc2)o1)NC(=O)NC1CCCCC1,-0.7,0.44
Cc1ccc(-c2nc3ccccc3[nH]2)cc1N,-0.8,0.1
O=S(=O)(Nc1ccc(Cc2ccncc2)cc1)c1ccc(Br)s1,0.1,0.01
COc1ccc(C(=O)O)cc1S(=O)(=O)NC(C)C,-0.5,1.4
CCc1nnc(N/N=C/c2c(C)[nH]c3ccccc23)n1N,-0.6,-0.94

# Some of the entries so far, bar-delimited:
Molecule | STK33 kinase inh | Kir21 inh
Fc1ccc(-c2nc3c(-c4ccc(Cl)cc4)cnn3cc2CCN2CCOCC2)cc1 | 6.9 | 1.9
CCCCN(C)CCNC(=O)c1ccc2c(c1)NC(=O)C(N1CCCCC1)S2 (stereo not given) | -1.3 | 0.22
O=C(NCCN1CCOCC1)c1cccc(S(=O)(=O)NCc2ccccc2)c1 | -0.3 | 0.21
CCOc1ccc(NC(=O)CSc2nnc(Cn3cnc([N+](=O)[O-])n3)n2C)cc1 | x | -0.05
Fc1ccc(C(c2nnnn2Cc2ccccc2)N2CCSCC2)cc1 (stereo not given) | -1.2 | -0.33
O=C(O)CCCCC1CCSS1 (stereo not given) | -1.0 | -1.9
COc1ccc(-c2ccc(SCC(=O)NC3CCCCC3)nn2)cc1 | -2.3 | -0.89

# The results go on:
SMILES,STK33 kinase inh,Kir21 inh
CCC(=O)Nc1nnc(SCC(=O)N2c3ccccc3CC2C)s1 (stereo not given),0.0,-0.48
CC(C)CSc1nnc2c(n1)[nH]c1ccccc12,0.5,-0.35
O=C(COC(=O)CCc1ccccc1)NC12CC3CC(CC(C3)C1)C2,-0.8,-0.87
CCN(CC(=O)NCc1ccc(Cl)cc1)C(=O)CN1C(=O)NC(CC)(c2ccccc2)C1=O (stereo not given),0.4,0.36
CCc1ccc(N(C2C=CS(=O)(=O)C2)S(=O)(=O)c2ccccc2)cc1 (stereo not given),-2.6,-0.94
Cc1ccc2nc(-c3ccccn3)c(Nc3ccccc3C)n2c1,-4.9,0.16
COc1ccc(C(=O)N2CCCCCC2)cc1S(=O)(=O)N1CCOCC1,-0.1,2.8
CC(C)(CNC(=O)c1ccc([N+](=O)[O-])c(Cl)c1)CNC(=O)c1ccc([N+](=O)[O-])c(Cl)c1,-1.1,-0.32
O=C(C1CCC(=O)N(C2CCCC2)C1)N1CCC(Oc2ccccc2Cl)CC1 (stereo not given),-1.4,2
O=C(Nc1ccc2c(c1)oc1ccccc12)C1CC1,-1.0,-0.3
O=C1NC(c2ccc(O)cc2)Nc2ccccc21 (stereo not given),3.7,0.07
O=C1c2ccccc2C(=O)N1CCCSc1nc2ccccc2o1,1.1,-0.66
CC(Sc1nc2ccccc2c(=O)n1CC1CCCO1)C(=O)NC(C)c1ccccc1 (stereo not given),0.1,-0.21
Cc1[nH]n(-c2ccc([N+](=O)[O-])cc2)c(=O)c1C=NCCc1ccc(S(N)(=O)=O)cc1,-1.3,1.2
CC(NC(=O)c1cc(=O)[nH]c2ccc(Br)cc12)c1ccccc1 (stereo not given),0.1,-0.17
COc1ccccc1OCC(=O)NCC(C)NC(=O)COc1ccccc1OC (stereo not given),x,-0.04
Cc1ccc(NC(=O)CO/N=C/c2ccc(N(C)C)cc2)cc1,0.0,-0.67
C#CCOCCOCCOCCNc1nc(N2CCN(C(=O)[C@H](Cc3cc4ccccc4[nH]3)n3cc([C@@H](N)C(C)CC)nn3)CC2)nc(N2CCN(C(=O)[C@H](CCCCN)n3cc([C@@H](N)CC(C)C)nn3)CC2)n1 (stereo not given in full),1.8,-0.2
Cc1cccc(-c2noc(CCCC(=O)Nc3cccnc3)n2)c1,-1.5,-0.98
CCN1CCN(S(=O)(=O)c2ccc(OC)c(NC(=O)c3ccccc3)c2)CC1,-0.5,0.01
Cc1ccc(OCCC(=O)O)cc1,0.2,-0.05
Cc1ccc(S(=O)(=O)/N=C2/NC(=O)/C(=C\c3ccccc3)S2)cc1,7.7,x
COc1ccccc1CNC(=O)CN1CCN(c2ccc(C(C)=O)cc2)CC1,-0.3,0.12
COc1cc(C(=O)NCc2ccc(C)cc2)ccc1OCc1c(C)noc1C,1.1,-0.04
CC(C)OC(=O)CSc1nnc(CNc2nc(-c3ccccc3)cs2)n1C,-0.4,-3.5
COc1ccc(Cc2nc3ccc(C(=O)NCC(C)(C)OC)cc3o2)cc1,1.1,1.7
O=C(Nc1ccc(Br)cc1)c1cc([N+](=O)[O-])cc([N+](=O)[O-])c1,-0.4,1.4
Cc1ccc(CSc2nc3c(c(SCC(=O)O)n2)CCCC3)cc1,-0.6,-0.93

# Bioassay records (PubChem BioAssay)
